Bioassay records as filed in PubChem.
MIN6 prolif: inducers of MIN6 beta-cell proliferation, primary screen, ATP luminescence, uHTS; MIN6 cells proliferation, ATPlite luminescence, 48 h; cells starved in 0.2% serum; 100% = growth in 10% serum; 330,000 tested, 0.29% active; proliferation, % at 10 µM; AID 2380, 2010;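 active = compounds whose signal lies at least 3.5 SD above the mean of all wells on their plate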;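 note: 0% = DMSO-treated cells in low-serum medium and 100% = 10% serum control; some compounds called inactive have numbers as strong as hits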
mIAP inh: inhibitors of mouse IAP, primary screen, biochemical, luminescence, uHTS | intestinal alkaline phosphatase [Mus musculus] | inhibition, % at 10 µM | 330,000 tested, 0.2% active | purified mouse IAP, CDP-Star luminescence, 30 min | AID 2806, 2010;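 active = inhibition of at least 40% at 10 µM in the primary screen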;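 note: plate controls were DMSO with enzyme for no effect and no enzyme wells for full effect; values of inactives mirror those of a sister screen read the other way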
MPTP block: mitochondrial permeability transition pore inhibitors, primary screen, biochemical, isolated mouse mitochondria, absorbance; Ca2+ swelling absorbance, 30 min; inhibition, % at 10 µM; 360,000 tested, 1.4% active;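 active = inhibition of 50% or more, scaled per plate between neutral and stimulator controls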;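 note: 0% = DMSO wells given calcium and 100% = 1 mM EGTA wells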
hIAP inh: human IAP inhibitors, primary screen, biochemical, luminescence, uHTS | Intestinal-type alkaline phosphatase (Homo sapiens), P09923 | purified IAP, CDP-Star luminescence, 30 min | inhibition, % at 10 µM | 330,000 tested, 0.12% active;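 active = inhibition reaching a set limit with compound at 10 µM in the primary screen, cut at about 35% in these data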;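 note: plate controls were DMSO wells with enzyme for no effect and no-enzyme buffer wells for full effect; values of inactives mirror those of a sister screen read the other way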
ATG4B inhibitor: ATG4B protease inhibitors, primary screen, biochemical, fluorescence, uHTS; Cysteine protease ATG4B (Homo sapiens), Q9Y4P1; ATG4B cleavage of LC3-PLA2, NBD-HPC fluorescence, 1 h; inhibition, % at 8.33 µM; 340,000 tested, 0.51% active; AID 504462, 2011; in the data active = inhibition above about 40%
Target sequence (Q9Y4P1 whole entry, looked up): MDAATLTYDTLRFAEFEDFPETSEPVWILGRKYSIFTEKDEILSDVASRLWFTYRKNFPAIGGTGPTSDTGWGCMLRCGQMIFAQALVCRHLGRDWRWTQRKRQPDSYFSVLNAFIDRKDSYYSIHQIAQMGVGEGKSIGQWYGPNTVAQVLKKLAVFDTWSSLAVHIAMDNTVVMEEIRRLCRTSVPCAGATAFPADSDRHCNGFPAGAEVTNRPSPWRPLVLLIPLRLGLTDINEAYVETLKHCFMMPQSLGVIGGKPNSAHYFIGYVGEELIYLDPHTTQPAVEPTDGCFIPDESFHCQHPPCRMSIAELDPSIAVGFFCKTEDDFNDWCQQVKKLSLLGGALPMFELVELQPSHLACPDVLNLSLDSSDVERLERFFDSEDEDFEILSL
hIAP activ: human IAP activators, primary screen, biochemical, luminescence, uHTS; Intestinal-type alkaline phosphatase (Homo sapiens), P09923; purified human IAP, CDP-Star luminescence, 30 min; active compounds read high; 1 = vehicle-only enzyme, 0 = enzyme-free background; activation factor at 10 µM; 330,000 tested, 0.16% active; AID 2524, 2010;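 active = activation factor of the enzyme at least 2-fold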; note: the source names both 10 and 20 µM as test concentration; values of inactives mirror those of a sister screen read the other way
A3G deaminase: APOBEC3G DNA deaminase inhibitors, primary screen, biochemical, fluorescence, single-stranded DNA substrate, uHTS; recombinant A3G, ssDNA deamination FAM/TAMRA fluorescence; AID 493012, 2011; 330,000 tested, 0.28% active; DNA dC->dU-editing enzyme APOBEC-3G (Homo sapiens), Q9HC16; inhibition, % at 20 µM;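 active = inhibition of at least 40% at 20 µM, with no more than 30% in the related APOBEC3A deaminase screen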;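 note: plate controls were DMSO wells with A3G for no effect and wells lacking A3G enzyme for full effect; some compounds called inactive have numbers as strong as hits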
Target sequence (Q9HC16 whole entry, looked up): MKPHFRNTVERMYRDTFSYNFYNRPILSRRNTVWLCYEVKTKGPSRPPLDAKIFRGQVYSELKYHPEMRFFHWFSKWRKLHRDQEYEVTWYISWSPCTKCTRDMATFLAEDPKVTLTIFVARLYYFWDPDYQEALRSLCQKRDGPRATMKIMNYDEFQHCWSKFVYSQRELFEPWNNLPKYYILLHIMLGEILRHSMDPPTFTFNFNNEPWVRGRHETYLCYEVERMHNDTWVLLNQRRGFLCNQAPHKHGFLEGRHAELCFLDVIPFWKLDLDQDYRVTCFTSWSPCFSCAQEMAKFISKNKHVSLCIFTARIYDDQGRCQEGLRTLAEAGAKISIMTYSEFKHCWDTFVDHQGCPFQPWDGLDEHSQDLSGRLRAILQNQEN
A3A deaminase: APOBEC3A ssDNA deaminase inhibitors, primary screen, selectivity assay for APOBEC3G inhibitor project, biochemical, FAM/TAMRA oligo cleavage fluorescence | recombinant A3A, FAM/TAMRA ssDNA deamination fluorescence | 330,000 tested, 0.41% active | inhibition, % at 20 µM | AID 493011, 2011;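 active = at least 40% inhibition at 20 µM here, with at most 30% in a related deaminase screen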;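 note: plate controls were A3A with DMSO for no effect and wells lacking A3A enzyme for full effect; some results filed as inactive read as strong as hits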
Target sequence (P31941 whole entry, looked up): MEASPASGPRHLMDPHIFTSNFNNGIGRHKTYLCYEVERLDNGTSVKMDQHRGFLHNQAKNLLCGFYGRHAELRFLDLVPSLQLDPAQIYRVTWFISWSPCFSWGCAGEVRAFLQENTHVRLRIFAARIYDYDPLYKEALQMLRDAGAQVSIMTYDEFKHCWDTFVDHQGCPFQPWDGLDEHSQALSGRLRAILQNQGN
mIAP act: activators of mouse IAP, primary screen, biochemical, luminescence, uHTS; muIAP, CDP-Star luminescence, 30 min; active compounds read high; 1 = vehicle-only enzyme signal, 0 = enzyme-free wells; activation factor at 10 µM; 330,000 tested, 0.24% active;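 active = activation factor of at least 2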; note: the source names both 10 and 20 µM as test concentration; values of inactives mirror those of a sister screen read the other way
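Assay system: mouse IAP enzyme / Compound: DMSO-dissolved test compounds / Timing: 30 min, room temperature / Measured by: luminescence from enzymatic CDP-Star hydrolysis / Control set: DMSO-only wells, enzyme-free buffer wells as negative control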
* = called active by the depositor.

Every second line gives: MIN6 prolif, mIAP inh, MPTP block, hIAP inh, ATG4B inhibitor, hIAP activ, A3G deaminase, A3A deaminase, mIAP act
CC(=O)C[C@H](O)CC(=O)[C@@H]1OC(=O)CCCCCCCCc2ccccc21
→ -4.0, -1.3, 0.2, 2.2, 2.4, 0.978, -5.0, -1.2, 1.01
CC(Sc1nnnn1-c1ccccc1)C(=O)Nc1ccc(Cl)cn1 (centres undefined)
→ -2.7, -4.5, 1.2, 2.8, -18.7, 0.972, -4.5, -0.8, 1.04
COc1ccc(-c2noc3c2-c2nc(-c4ccccc4)sc2CC3)cc1
→ -5.7, 10.4, 3.7, -4.7, -3.0, 1.05, -5.5, -4.2, 0.896
NC(=O)Cn1cnc(-c2ccccc2)c1
→ -2.2, 0.0, -1.2, 6.7, -12.1, 0.933, -0.8, -1.7, 1
CCOC(=O)CNC(=O)CSc1nc2cccnc2n1C1CCCCC1
→ 0.0, 2.5, 0.5, 11.9, -4.8, 0.881, 0.7, 3.7, 0.975
S=C(NCc1ccc2[nH]c3c(c2c1)CCCC3)Nc1ccccc1
→ -7.3, -122.6, 0.0, -0.4, 15.8, 1, -1.9, -4.5, 2.23*
O=C(CCNc1cccc(F)c1)c1cccc([N+](=O)[O-])c1
→ -6.4, 3.8, 2.4, -13.5, -3.0, 1.14, 1.3, 1.7, 0.962
CCC1CCCCN1CCCNC(=O)c1ccc(N2CCOCC2)c(NS(=O)(=O)c2ccc(OC)cc2)c1 (centres undefined)
→ -2.3, 5.1, -0.4, -9.1, 1.3, 1.09, 5.5, 4.2, 0.949
COc1cc(C(=O)N2CCC(NC(=O)C(Cc3ccccc3C)NC(C)=O)CC2)cc(OC)c1OC (centres undefined)
→ -3.4, 4.4, 0.4, -9.6, 5.2, 1.1, -2.0, 0.2, 0.956
COc1ccc(CNC(=O)CSc2nnc(C)s2)cc1
→ -0.5, 0.5, 1.5, 7.8, -6.4, 0.922, -7.4, -2.6, 0.995
Clc1ccc(Cn2ncc3c(N4CCOCC4)ncnc32)cc1
→ -0.9, 4.4, -0.3, -1.9, 6.8, 1.02, -6.8, -3.4, 0.956
Cc1ccc(CCN2CC(C(=O)O)CC2=O)cc1 (centres undefined)
→ -4.3, -9.3, 0.6, 6.4, -0.1, 0.936, -1.0, -0.7, 1.09
CCN(CC)S(=O)(=O)c1ccc(C(=O)NCc2n[nH]c(=S)n2-c2ccccc2OC)cc1
→ -2.7, 4.6, 1.0, 0.1, -7.5, 0.999, 16.0, -3.8, 0.954
CCOc1ncccc1C(=O)OCC(=O)NCCc1ccc(S(N)(=O)=O)cc1
→ 1.9, -2.9, 0.5, 13.3, -14.3, 0.867, -3.3, -3.9, 1.03
Cc1cc(C)cc(N(C(C)C(=O)NCCC2=CCCCC2)S(C)(=O)=O)c1 (centres undefined)
→ -1.4, -2.5, -1.8, 8.8, 7.1, 0.912, -1.5, 2.0, 1.02
Fc1ccccc1CSc1nc2ncccc2[nH]1
→ 1.1, 17.3, -0.6, -31.5, 6.8, 1.31, 12.4, 3.2, 0.827
Cc1cc2c(=O)n(C)c(SCC(=O)Nc3ccccc3C)nc2s1
→ 1.0, 1.6, 0.5, -1.9, -2.1, 1.02, -1.2, -2.1, 0.984
CCOc1ccccc1-n1nnnc1SCC(=O)NC(=O)Nc1ccc2c(c1)OCCO2
→ 1.5, -3.1, -2.8, -1.1, -1.6, 1.01, -2.6, -20.3, 1.03
COc1ccc(/C=C2\SC(=O)N(CCNC(=O)CCS(=O)(=O)c3ccc(C)cc3)C2=O)cc1
→ -4.0, -6.3, 5.3, -3.9, -22.2, 1.04, -10.1, -3.5, 1.06
CCN(CC(=O)NCc1cccs1)C(=O)c1cccc(S(=O)(=O)NCc2ccccc2)c1
→ 0.0, -1.6, -2.4, 2.1, -3.8, 0.979, -9.2, 2.4, 1.02
Cc1ccc(NC(=O)CCS(=O)(=O)c2cccc3nonc23)c(Cl)c1
→ 1.2, -0.3, -3.4, -5.5, -0.3, 1.05, 0.8, 6.3, 1
COc1cc(/C=N\Nc2cc(=O)n(C)c(=O)n2C)ccc1O
→ 0.0, -2.6, -1.4, -5.0, -5.4, 1.05, 0.5, 0.5, 1.03
COc1ccc(C)cc1-n1nnnc1SC/C(O)=C(\C#N)c1nc2ccccc2[nH]1
→ -1.5, 1.5, 10.8, -12.2, 6.5, 1.12, -1.0, 0.8, 0.985
Cc1ccccc1C(=O)N[C@H](C(=O)OCC(=O)NC1CC1)C(C)C
→ 1.9, -2.6, -1.9, 21.5, 6.8, 0.785, 1.1, 6.1, 1.03
CC1(NC(=S)NCCO)CCS(=O)(=O)C1 (centres undefined)
→ 0.0, 5.8, -0.2, -3.9, 2.5, 1.04, -2.5, 2.1, 0.942
COc1ccc(NC(=O)N/C=C/c2ccc(Cl)cc2)cc1
→ -2.7, -9.2, 0.2, -11.9, -5.3, 1.12, 0.4, 2.2, 1.09
CC(Oc1cc2oc(=O)c3c(c2cc1Cl)CCC3)C(=O)NC1CC(C)(C)NC(C)(C)C1 (centres undefined)
→ -0.1, 0.3, -1.6, -26.0, 4.3, 1.26, -2.6, -1.0, 0.997
CCOC(=O)N1CCN(C(=O)c2ccccc2CCc2ccccc2)CC1
→ -0.1, -4.7, -5.6, -12.8, -4.8, 1.13, 3.6, 0.7, 1.05
O=C1CC(c2ccccc2)=Nc2ccccc2N1
→ -2.9, -0.6, 3.0, -0.2, -0.8, 1, 4.0, -3.3, 1.01
C/C(=C\C(=O)Nc1cc(C)on1)c1ccccc1
→ -2.7, -6.8, -1.9, -5.8, 7.0, 1.06, -1.3, 4.8, 1.07

The list goes on, overlapping the part above by four compounds.
Every second line gives: MIN6 prolif, mIAP inh, MPTP block, hIAP inh, ATG4B inhibitor, hIAP activ, A3G deaminase, A3A deaminase, mIAP act
CC(Oc1cc2oc(=O)c3c(c2cc1Cl)CCC3)C(=O)NC1CC(C)(C)NC(C)(C)C1 (centres undefined)
→ -0.1, 0.3, -1.6, -26.0, 4.3, 1.26, -2.6, -1.0, 0.997
CCOC(=O)N1CCN(C(=O)c2ccccc2CCc2ccccc2)CC1
→ -0.1, -4.7, -5.6, -12.8, -4.8, 1.13, 3.6, 0.7, 1.05
O=C1CC(c2ccccc2)=Nc2ccccc2N1
→ -2.9, -0.6, 3.0, -0.2, -0.8, 1, 4.0, -3.3, 1.01
C/C(=C\C(=O)Nc1cc(C)on1)c1ccccc1
→ -2.7, -6.8, -1.9, -5.8, 7.0, 1.06, -1.3, 4.8, 1.07
COc1cc(C)c(S(=O)(=O)N2CCN=C2c2ccccc2)cc1C
→ -1.2, -2.3, -0.7, -10.1, -2.0, 1.1, -9.3, -0.4, 1.02
CSc1ccccc1NC(=O)CN(C)CC(=O)Nc1cccc(Br)c1
→ -3.3, -23.7, -2.7, -35.6, -5.9, 1.36, -1.6, -6.1, 1.24
Cc1ccc(C)c(NC(NC(=O)c2ccccn2)C(Cl)(Cl)Cl)c1 (centres undefined)
→ 0.3, -4.7, -0.1, -0.7, -3.1, 1.01, -5.3, -2.1, 1.05
CC(=O)Nc1ccc(OCC(O)Cn2c3ccccc3c3ccccc32)c(C)c1 (centres undefined)
→ -2.5, -17.2, 2.3, -5.1, 27.4, 1.05, -4.7, -1.1, 1.17
COc1ccc(S(=O)(=O)N2CC=C(C(=O)Nc3ccc(NC(C)=O)cc3)CC2)cc1
→ -0.1, -14.5, 0.2, -1.0, -7.5, 1.01, -8.6, 2.9, 1.15
Cc1ccc(Cl)cc1NC(=O)CNC(=O)N1CC(=O)Nc2ccccc21
→ -0.2, -9.6, -0.9, 8.1, -0.5, 0.919, -2.0, 1.9, 1.1
Nc1ccc2oc3ccc(N)cc3c(=O)c2c1
→ -1.9, 0.9, -0.9, 12.9, -3.5, 0.871, 16.1, 5.8, 0.991
CN1CCN(c2ccccc2NC(=O)COc2ccc(Br)cc2)CC1
→ -1.1, -1.0, -0.8, -3.1, -0.8, 1.03, -8.8, 0.2, 1.01
O=C(NC(=S)Nc1cccc(CO)c1)c1ccc(-c2ccccc2)cc1
→ 0.0, 15.3, 1.4, 5.2, -2.1, 0.948, -5.4, 3.5, 0.847
N/C(CSc1ccc(Cl)cc1)=N\S(=O)(=O)c1ccc(Cl)cc1
→ -1.4, 3.6, 7.6, 11.7, -7.1, 0.883, 9.9, 2.2, 0.964
COc1ccccc1CN(C)C(=O)CN1CCN(S(=O)(=O)c2ccc3c(c2)OCCCO3)CC1
→ 1.0, 2.1, -0.5, -16.4, -2.3, 1.16, -6.5, -1.7, 0.979
Cc1cccc2cc(CN(Cc3ccc(F)cc3)C(=O)N(C)C)c3nnnn3c12
→ -1.2, -6.3, 2.3, -1.9, -4.5, 1.02, -4.3, -3.7, 1.06
CCCOc1ccc(CNCCCOCC)cc1OC
→ -3.3, -14.7, -1.3, -17.1, 6.8, 1.17, -5.0, -3.8, 1.15
O=C(CCN1C(=O)C2CC=CCC2C1=O)Nc1cccc(Cl)c1 (centres undefined)
→ 0.2, 2.7, -0.2, -7.2, -6.9, 1.07, -11.4, -4.7, 0.973
COc1cccc(CC(=O)Nc2nc3c(s2)C(=O)CC(C)(C)C3)c1
→ -1.2, -5.4, 0.8, -7.7, 7.3, 1.08, 17.5, 4.1, 1.05
C=CCN1C(=O)/C(=c2\sc3nc(=O)c(Cc4ccccc4Cl)nn3c2=O)c2ccccc21
→ -1.7, 11.9, 6.2, 11.7, -4.3, 0.883, 3.9, 2.1, 0.881
COc1ccc(-c2cc(C(=O)Nc3cc(Cl)ccc3OC)no2)cc1
→ -0.8, 2.7, 0.2, 15.6, -1.9, 0.844, -9.4, -7.2, 0.973
Cc1ccc(C)c(OCC(O)CN2CCc3ccccc3C2)c1C (centres undefined)
→ -0.1, -0.6, 2.0, 10.8, 16.2, 0.892, -5.4, -2.9, 1.01
CCOC(=O)N1CCN(C(=O)C2CCC(=O)N(Cc3ccc(Cl)cc3)C2)CC1 (centres undefined)
→ 3.2, 0.6, 1.0, -25.3, -5.9, 1.25, -10.1, -3.9, 0.994
COC(=O)c1cc(S(=O)(=O)NCCCc2ccco2)c[nH]1
→ 9.8, 3.3, -1.9, 8.0, 5.6, 0.92, -3.4, -3.5, 0.967
CCOC(=O)c1cc2occc2n1CC(=O)NCCOC
→ -2.0, 3.7, 0.5, -4.1, 4.8, 1.04, -6.3, -5.4, 0.963
CCOC(=O)C1=C(Nc2ccc(OC)cc2)OCC1=O
→ -3.1, 3.0, 2.8, -6.3, -2.5, 1.06, 2.3, 5.9, 0.97
O=C(COc1ccc2ccc(=O)oc2c1)NC1CCS(=O)(=O)C1 (centres undefined)
→ -2.6, 4.4, -2.8, 4.5, -6.4, 0.955, -6.3, -0.2, 0.956
CCSc1nnc(-c2ccccc2N=Cc2c(C)[nH]n(-c3ccccc3)c2=O)c(=O)[nH]1
→ -1.4, -12.2, -0.4, -13.5, -9.8, 1.14, -10.1, -1.8, 1.12
